PAX8 reporter: PAX8 transcriptional activity inhibition | RMG-I TPO-luciferase reporter, SteadyGlo, 24 h | inhibition, % at 12.6 µM | 360,000 compounds, 1.2% hits;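 active = mean replicate inhibition at least 60% with every replicate also reaching 60%; inconclusive = only one of the two criteria is met; inactive = mean below 60% and not all replicates reaching 60%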;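 also: luciferase light reporting Pax8 driven TPO promoter activity; plate controls were median of neutral control wells for no effect and mitoxantrone controls for full effect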
EWS-Fli block: EWS/Fli transcriptional activity inhibition. A673 NR0B1-luciferase reporter, viability-normalised. 350,000 compounds, 0.67% hits. inhibition, % at 12.6 µM;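 active = mean inhibition of at least 50% after viability correction, with every replicate also passing that limit; inconclusive = mean reaches 50% but only one of two replicates passes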;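 also: firefly luciferase signal divided by Alamar Blue viability fluorescence both relative to DMSO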
F508del corr: correctors of CFTR F508del function in bronchial epithelial cells; CFBE cells, YFP halide quenching; stimulated with forskolin plus potentiator P3; % fluorescence drop versus neutral controls; activity (quench increase), % at 7.58 µM; 350,000 compounds, 0.36% hits;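 active = mean added fluorescence quench of at least 8% versus neutral control, with both replicates also reaching 8%; inconclusive = only one of the mean or replicate conditions met; inactive = mean below 8% and not both replicates reaching 8%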;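 also: cells transiently co-express mutant CFTR-F508del with the halide-sensitive YFP; corrector assay measuring rescue of mutant channel to the surface after 24 h compound exposure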
FN deposition inh: fibronectin deposition inhibition; AH1F fibroblasts, Alexa488-fibronectin deposition fluorescence, overnight; inhibition, % at 12.6 µM; 350,000 compounds, 0.086% hits;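 active = mean inhibition across replicates of 30% or more, regardless of how many single replicates reach that level; inconclusive = mean under 30% yet at least half of replicates reach 30%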;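 also: positive control wells lacked labelled fibronectin entirely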
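test system = AH1F fibroblasts assembling fluorescent fibronectin matrix | quantity = 10000 AH1F cells per well | buffer or medium = DMEM plus 2% serum, read in PBS | doses = single dose, pinned | incubation = 1 h cell attachment, overnight exposure to compound and label | detection = fluorescence at 485 nm excitation, 525 nm emission | read-out basis = inhibition from reduced deposited-fibronectin fluorescence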
miR-122 sensor: inhibitors of miR-122 in Huh7 cells | Huh7 miR-122 Renilla luciferase sensor, 48 h; neutral wells = 0, positive control = 100 | activation (reporter increase), % at 12.5 µM | 340,000 compounds, 0.3% hits;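 active = mean replicate activation score at least 90 and every replicate individually at or above 90; inconclusive = only one of the two criteria met; inactive = neither criterion met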;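 also: higher luciferase means less miR-122 activity so hits act as miR-122 inhibitors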
INS-1E GSIS act: primary screen for activators of insulin secretion dependent on glucose, INS-1E cells, GLuc reporter luminescence | activation, % at 16.6 µM | 370,000 compounds, 0.61% hits | INS-1E GLuc reporter insulin secretion, 2-3 h | AID 743287;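 active = lowest replicate activation of at least 40%, so every replicate reaches that level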;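 also: 0% = median of neutral control wells and 100% = median of IBMX positive control wells; some compounds called inactive have numbers as strong as hits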
DENV2 CPE rescue: DENV2-induced cell death inhibition; DENV2-infected cells, cytopathic effect rescue, plate reader; CPE inhibition, % at 9.99 µM; 350,000 compounds, 1.7% hits; in the data active = CPE inhibition above about 20%, passing the limit was not always enough; inconclusive = no clear call, values can overlap the other calls; tested in BHK-21 cells;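 also: 0% = median of neutral control wells and 100% = median of positive control wells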
Active calls of the source: *; ? = inconclusive; . = not tested or not shown; & = joins results of further samples; [ ] = dose if it differs, or a comment.

SMILES | PAX8 reporter | EWS-Fli block | F508del corr | FN deposition inh | miR-122 sensor | INS-1E GSIS act | DENV2 CPE rescue
CC(C(=O)Nc1cccc([N+](=O)[O-])c1)N1C(=O)NC2(CCCC2)C1=O (configuration not stated) | 21 | -11 | 2.5 | 7 | -5 | -1 | -1
CN(C)CCCNc1oc(-c2ccccc2Cl)nc1S(=O)(=O)c1ccccc1 | -8 | 0 | 0.5 | . | . | 6 | 5
CN1C(=O)C2(c3ccccc31)N(C)CC(c1ccccc1)C21SC(=S)N(Cc2ccco2)C1=O (configuration not stated) | . | . | . | -2 | -19 | -22 | .
C[C@H](CO)N1C[C@H](C)[C@H](CN(C)Cc2ccc(Cl)c(Cl)c2)Oc2ccc(NC(=O)Cn3cnnn3)cc2CC1=O | -1 | 1 | 0.2 | -2 | 51[16.7 µM] | -2 | -6
CC1(C(=O)NS(=O)(=O)c2cccc(F)c2)CCN1C(=O)c1cccc(F)c1 (configuration not stated) | -2 | -19 | -2.0 | -9 | -3 | 24 | 13
CO[C@H]1CN(C)C(=O)c2cc(NS(C)(=O)=O)ccc2OC[C@@H](C)N(C)C[C@H]1C | -12 | 7 | -0.7 | -10 | . | 16 | -2
CCOC(=O)c1cc(CC)sc1NC(=O)c1cccc(N2C(=O)CCC2=O)c1 | -21 | . | . | 3 | . | -6 | 3
N#C/C(=C\Nc1ccc(Cl)cn1)S(=O)(=O)c1ccccc1 | 14 | 11 | 1.7 | 6 | . | -7 | 0
O=C(NCCNS(=O)(=O)c1ccccc1)c1ccc([N+](=O)[O-])cc1 | 14 | 10 | 0.5 | -4 | 3 | 8 | -1
Cc1ccc(N2C(=O)C3ON(c4ccccc4)C(c4ccncc4)C3C2=O)cc1 (configuration not stated) | 2 | . | . | -4 | 0 | . | .
O=C(N/C(=C\c1ccc(Cl)cc1)C(=O)N1CCOCC1)c1ccc([N+](=O)[O-])cc1 | 17 | -10 | -2.5 | . | . | -9 | -1
CNC(=O)NC(=O)C(C)OC(=O)c1ccc(Cl)c(S(=O)(=O)Nc2ccc(F)cc2)c1 (configuration not stated) | -2 | -2 | 2.8 | -6 | 215* | -19 | 4
OCC[C@H]1C[C@@H](O)[C@H](O)[C@]2(Cc3ccccc3CCO2)O1 | -13 | -3 | 0.7 | -4 | . | -3 | 47*
Cc1ccccc1S(=O)(=O)NC(=O)C1(C)CCN1C(=O)C1(c2ccc(Cl)cc2)CC1 (configuration not stated) | 3 | -11 | -2.5 | 5 | 28 | 20 | 4
CCN1C(=O)c2cccc3c(S(=O)(=O)NCc4ccccc4)ccc1c23 | -13 | 10 | -1.1 | 2 | . | -12 | -1
CN(c1ccccc1)S(=O)(=O)c1cccc(NC(=O)CSc2ncn[nH]2)c1 | 22 | . | . | -2 | . | -31 | .
C[C@H](CO)N1C[C@H](C)[C@H](CN(C)C(=O)Cc2ccccc2)OCCCC[C@H](C)Oc2ccc(NC(=O)Nc3ccc4c(c3)OCO4)cc2C1=O | -7 | 0 | 1.3 | . | -11[16.7 µM] | -2 | -4
C[C@@H]1CCCCO[C@H](CN(C)Cc2ccc3c(c2)OCO3)[C@H](C)CN([C@@H](C)CO)C(=O)c2cc(NC(=O)Cc3ccccc3)ccc2O1 | 17 | 6 | -0.2 | . | -5[16.7 µM] | -16 | -2
COC(=O)CCNc1n[nH]c(=O)[nH]c1=O | 16 | -1 | -1.9 | -1 | 2 | 3 | 0
CCn1c(SCC(=O)NNC(=O)c2ccc(C)cc2)nnc1-c1ccco1 | 18 | 3 | 0.5 | -9 | 3 | 1 | .
CC1CCC(NC(=O)c2ccc(CNc3c(NC4CCCCC4)c(=O)c3=O)cc2)CC1 (configuration not stated) | 4 | -2 | -4.6 | 2 | -4 | . | -7
COc1ccc(NC(=O)Nc2ccc3c(c2)C(=O)N([C@H](C)CO)C[C@H](C)[C@H](CN(C)Cc2ccncc2)OCCCC[C@H](C)O3)cc1 | -4 | 1 | 1.5 | . | 8[16.7 µM] | -20 | 6
C[C@@H]1CN([C@@H](C)CO)C(=O)c2cc(C#Cc3ccncc3)cnc2O[C@@H]1CN(C)CC1CCOCC1 | . | 16 | -0.6 | -5 | 3[16.7 µM] | 13 | -12
COc1ccc(F)cc1-c1cc(C(=O)NCc2ccc(F)cc2)[nH]n1 | -9 | 9 | 1.5 | 4 | -4 | -12 | -6
COc1ccc(Cn2c(-c3ccccc3C)nc3c(c(=O)c4ccccc4n3C)c2=O)cc1 | 17 | 13 | 0.1 | -7 | -5 | 1 | -1
Nc1c(C(=O)NCc2ccccc2)nnn1Cc1cccc(Cl)c1 | 35 | 53* | 2.8 | 29 | 38 | -3 | -9
Cc1cn(-c2cc(C(=O)Nc3ccc(C)c(NC(=O)C(=O)c4c[nH]c5ccccc45)c3)cc(C(F)(F)F)c2)cn1 | 40&30 | 27&33 | -3.5&0.5 | 3&-20 | 5&-1 | 13&0 | 14&12
COc1cccc(NC(=O)Nc2cnccn2)c1 | -31 | -13 | -0.8 | . | . | -6 | 3
COc1ccc2cnnc(SCC(=O)Nc3ccc(C(C)=O)cc3)c2c1OC | 28 | 5 | 0.2 | 4 | -1 | 2 | 13
O=C(COC(=O)c1ccncc1)Nc1ccccc1 | 2 | -11 | -0.5 | . | . | -1 | .
O=C(CSc1ncnc2sccc12)NC1CCS(=O)(=O)C1 (configuration not stated) | 12 | 3 | -1.3 | -9 | -4 | 2 | .
COc1ccc(S(=O)(=O)Nc2ccc3c(c2)C(=O)N([C@@H](C)CO)C[C@H](C)[C@@H](CN(C)Cc2ccc(C(=O)O)cc2)O3)cc1 | . | 1 | -1.4 | -2 | 3[16.7 µM] | 8 | 5
O=C(c1ccccc1F)N1CCN(C2CCC(c3ccccc3)CC2)CC1 (configuration not stated) | 14 | 2 | -1.1 | -2 | 16 | -18 | -3
CCOc1ncccc1C(=O)OCC(=O)c1ccc(OC)c(OC)c1 | -6 | -8 | -1.0 | . | . | 22 | -4
CC1(C)OC(=O)C2=C(CC(CCc3ccccc3)OC2c2ccccc2)O1 (configuration not stated) | 4 | 9 | -1.8 | -3 | 1 | -33 | ?
CC1CN(C(=O)C2CCCN2S(=O)(=O)c2ccc(Cl)cc2)CC(C)O1 (configuration not stated) | . | 6 | -1.4 | . | -2 | 16 | .
C[C@H](CO)N1C[C@H](C)[C@H](CN(C)C(=O)NC2CCCCC2)OCCCC[C@H](C)Oc2ccc(NS(=O)(=O)c3ccc(F)cc3)cc2C1=O | 38 | -3 | 1.7 | -3 | -5[16.7 µM] | -32 | -2
C[C@H]1CN([C@@H](C)CO)C(=O)c2cc(NC(=O)C3CC3)ccc2O[C@H]1CN(C)S(=O)(=O)c1ccc(Cl)cc1 | . | -6 | 0.7 | 2 | 4[16.7 µM] | 11 | -11
O=C(Nc1ccccc1C(=O)NCCc1ccc(O)cc1)c1ccco1 | 8 | -19 | 0.4 | 3 | . | 4 | 5
CCOC(=O)N/N=C(\C)c1ccc(-n2cnnn2)cc1 | 2 | -8 | -1.3 | 0 | -3 | 8 | 4

3 structures out of the list, ordered by molar mass, largest number first:
SMILES | PAX8 reporter | EWS-Fli block | F508del corr | FN deposition inh | miR-122 sensor | INS-1E GSIS act | DENV2 CPE rescue
CC1CN(C(=O)C2CCCN2S(=O)(=O)c2ccc(Cl)cc2)CC(C)O1 (configuration not stated) | . | 6 | -1.4 | . | -2 | 16 | .
CC1(C)OC(=O)C2=C(CC(CCc3ccccc3)OC2c2ccccc2)O1 (configuration not stated) | 4 | 9 | -1.8 | -3 | 1 | -33 | ?
Nc1c(C(=O)NCc2ccccc2)nnn1Cc1cccc(Cl)c1 | 35 | 53* | 2.8 | 29 | 38 | -3 | -9

(cont.)
Order of results – PAX8 reporter | EWS-Fli block | F508del corr | FN deposition inh | miR-122 sensor | INS-1E GSIS act | DENV2 CPE rescue
Cc1cc(C(F)(F)F)n2[nH]c(=O)c(N=Nc3ccccc3)c2n1
    6 | 8 | 0.6 | -2 | -2 | -8 | -1
CCS(=O)(=O)NC(C)C(c1cccs1)N1CCN(C)CC1 (configuration not stated)
    . | 3 | -1.4 | . | -2 | -2 | .
C[C@H]1CN([C@@H](C)CO)C(=O)Cc2cc(NS(=O)(=O)c3cccs3)ccc2O[C@@H]1CN(C)C(=O)NC1CCCCC1
    . | -10 | -1.3 | -4 | -3[16.7 µM] | 8 | ?
COC(=O)C[C@H]1c2cc(C(F)(F)F)ccc2S(=O)(=O)N1C1CCCC1
    2 | 5 | 2.9 | 0 | -1 | -16 | ?
CCOC(=O)[C@@H]1[C@H]2COc3ccc(Br)cc3[C@@H]2N2C(=O)N(c3ccccc3)C(=O)[C@]12C
    3 | -8 | 3.0 | 16 | 3 | -14 | 6
CN(C)N=Nc1ccc(S(=O)(=O)/N=C(\O)c2ccccc2)cc1
    23 | 6 | -0.3 | 5 | 4 | -5 | -2
CC(C)c1ccc(NC(=O)N(CCc2nc3ccccc3[nH]2)C2CCCC2)cc1
    -26 | . | . | 10 | 21 | . | .
CC(C)NC(=O)N(C)C[C@H]1Oc2ccc(NC(=O)c3ccncc3)cc2C(=O)N([C@@H](C)CO)C[C@@H]1C
    -38 | 10 | -0.1 | 0 | -9[16.7 µM] | 5 | -1
CN(C(=O)COC(=O)Cn1cnc2ccccc21)C1CCCCC1
    -2 | 13 | -1.7 | -5 | -3 | -24 | -10
NC(N)=N/N=C/c1c(Cl)cccc1Cl
    0&-12 | 2&5 | -0.8&-1.7 | -10&0 | -1&2 | . | -5&-11
c1ccc(COc2ncnc3c2ncn3CCCN2CCN(Cc3cccc4ccccc34)CC2)cc1
    7 | 33 | -4.6 | 0 | -7 | -7 | 2
Cc1ccc(CSCCNC(=O)CN(c2cccc([N+](=O)[O-])c2)S(C)(=O)=O)cc1
    4 | 6 | -1.9 | -9 | . | 5 | 0
CCC(=O)N1CCc2cc(S(=O)(=O)CCC(=O)N3CCN(c4ccccc4F)CC3)ccc21
    -6 | . | 1.1 | -15 | 0 | 3 | 0
CCC(=O)N1[C@H](CO)[C@H](c2ccc(-c3cccnc3)cc2)[C@H]1CN(CC)C(C)=O
    10 | 2 | 0.6 | . | -6[16.7 µM] | 12 | 4
COCCNC(=O)[C@H]1[C@H](CO)[C@H]2Cn3c(ccc(C4=CCCCC4)c3=O)[C@@H]1N2C(=O)C1CC1
    . | 0 | -0.4 | . | 2[16.7 µM] | -3 | 5
CS(=O)(=O)N1CCCC(C(=O)NC2CCCCCCC2)C1 (configuration not stated)
    . | 1 | 2.9 | . | -2 | 15 | 0
CNc1cccc2c1C(=O)c1ccccc1C2=O
    -31 | -65 | . | -3 | . | -3 | -9

Retrieved one by one from the entries so far (two):
Order of results – PAX8 reporter | EWS-Fli block | F508del corr | FN deposition inh | miR-122 sensor | INS-1E GSIS act | DENV2 CPE rescue
Cc1ccc(CSCCNC(=O)CN(c2cccc([N+](=O)[O-])c2)S(C)(=O)=O)cc1
    4 | 6 | -1.9 | -9 | . | 5 | 0
CC(C)c1ccc(NC(=O)N(CCc2nc3ccccc3[nH]2)C2CCCC2)cc1
    -26 | . | . | 10 | 21 | . | .
